IP6K1 inhibitor: blocks human inositol hexakisphosphate kinase 1. activity change, % (series mostly up to about 58 µM). hit rate 0.81% among 140,000. AID 1645851. IP6K1 kinase, ADP-Glo luminescence, 2 h; hits give low values. Q92551; in the data active means activity change below about -25%
Target sequence (Q92551 whole entry, looked up): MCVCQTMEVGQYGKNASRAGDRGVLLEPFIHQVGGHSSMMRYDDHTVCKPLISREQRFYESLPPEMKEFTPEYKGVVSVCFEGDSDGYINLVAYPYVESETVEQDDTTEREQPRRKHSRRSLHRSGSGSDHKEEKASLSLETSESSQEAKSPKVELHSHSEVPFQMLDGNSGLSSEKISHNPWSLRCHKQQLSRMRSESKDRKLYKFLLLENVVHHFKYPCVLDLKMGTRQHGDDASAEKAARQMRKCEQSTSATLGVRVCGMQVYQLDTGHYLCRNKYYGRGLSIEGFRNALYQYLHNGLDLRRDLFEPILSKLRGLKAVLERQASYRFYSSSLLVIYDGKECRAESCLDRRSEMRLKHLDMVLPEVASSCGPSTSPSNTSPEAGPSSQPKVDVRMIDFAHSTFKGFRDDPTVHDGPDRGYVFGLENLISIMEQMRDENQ
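ADP-Glo luminescence measures ADP made by human IP6K1 during a 2 h RT reaction with ATP/IP6 (mix at 1.3 mM/130 uM); top library doses 57.5 and 19.1 uM final.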
SNCA viab count: cell viability loss counter-screen; HEK-293-SNCA-luc viability, GF-AFC fluorescence, 24 h; Potency, µM (titrated, usually from 57.1 µM), inactives show top-dose activity change, negative = cytotoxicity, actives largely listed as cytotoxic; hit rate 0.12% among 150,000; AID 1671193;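 further: potency means the concentration at half of the fitted maximal effect; 0% = DMSO-treated cells and -100% = medium-only wells without cells; nearly all actives have a fitted effect of over 30% in size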
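HEK-293-SNCA-luc cells (1500/well) plated 24 h, then exposed 24 h to a dilution series; GF-AFC added 30 min at 37C, fluorescence 405/540 nm; normalised to medium-only and DMSO wells, Hill fit.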
GPT2 inhibitor: inhibitors of human GPT2 alanine aminotransferase; hit rate 0.25% among 100,000; Q8TD30; AID 1671188; Recombinant GPT2, coupled pyruvate oxidase/HRP Amplex Red fluorescence; Potency, µM (titrated, usually from 57.7 µM), for inactives: top-dose activity change, negative = inhibition, usual class: inhibitors; further: potency means the concentration at half of the fitted maximal effect; nearly all actives have a fitted effect of over 60% in size; many of its hits are not listed in these tables
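Inhibition is scored from Amplex Red fluorescence generated when pyruvate oxidase and HRP act on pyruvate released by GPT2. Reactions contain 10ng/uL enzyme, 250uM a-KG and 2mM L-alanine and run 30 min at room temperature.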
FLuc inh: inhibitors of firefly (Photinus pyralis) luciferase | Potency, µM (doses to about 115 µM), for the others: at the highest dose activity change, negative = inhibition, most hits filed as inhibitors | purified P. pyralis luciferase, luminescence, biochemical | P08659 | hit rate 2.5% among 76,000; further: potency means the concentration at half of the fitted maximal effect; nearly all actives have a fitted effect of over 65% in size
Target sequence (P08659 whole entry, looked up): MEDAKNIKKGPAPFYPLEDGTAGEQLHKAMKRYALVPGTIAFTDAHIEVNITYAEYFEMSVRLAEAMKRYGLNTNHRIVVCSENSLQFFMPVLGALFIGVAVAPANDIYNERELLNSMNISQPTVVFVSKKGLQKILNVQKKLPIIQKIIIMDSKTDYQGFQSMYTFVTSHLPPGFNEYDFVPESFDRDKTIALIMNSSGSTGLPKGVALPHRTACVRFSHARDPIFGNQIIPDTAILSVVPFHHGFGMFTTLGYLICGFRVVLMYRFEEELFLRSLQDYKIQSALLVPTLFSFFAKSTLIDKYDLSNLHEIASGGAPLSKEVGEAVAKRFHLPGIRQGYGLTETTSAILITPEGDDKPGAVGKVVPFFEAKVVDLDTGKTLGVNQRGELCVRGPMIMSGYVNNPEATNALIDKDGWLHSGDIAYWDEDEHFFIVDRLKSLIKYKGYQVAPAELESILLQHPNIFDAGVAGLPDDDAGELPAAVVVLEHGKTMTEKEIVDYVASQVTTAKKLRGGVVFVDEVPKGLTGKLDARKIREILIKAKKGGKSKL
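Luminescence read by CCD imager after adding enzyme (10nM final) to wells holding compound, titrated in qHTS. Substrates 10uM each D-luciferin and ATP; buffer 50mM Tris acetate pH 7.5, 10mM Mg acetate, Tween-20, BSA.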
NIH3T3 tox: kills NIH 3T3 cells; NIH 3T3 viability, CellTiter-Glo ATP luminescence, 48-72 h; Potency, µM (top dose mostly 96.7 µM), for inactives: top-dose activity change, negative = cytotoxicity, actives largely listed as inhibitors; hit rate 4.3% among 94,000; further: potency means the concentration at half of the fitted maximal effect; nearly all actives have a fitted effect of over 55% in size
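Cells were seeded at 400 per well, treated with pin-transferred compound, and kept 48 or 72 hr at 37 °C before CellTiter-Glo addition and luminescence imaging of cellular ATP.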
HEK293 tox: kills HEK 293 cells. Potency, µM (highest dose often 115 µM), without a hit: at the highest dose activity change, negative = cytotoxicity, most hits filed as inhibitors. hit rate 6.6% among 94,000. HEK 293 viability, ATP luminescence (CellTiter-Glo), 48-72 h; further: potency means the concentration at half of the fitted maximal effect; nearly all actives have a fitted effect of over 60% in size
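ATP-coupled CellTiter-Glo luminescence served as viability read-out, recorded 10 min after reagent addition at room temperature. HEK 293 cells, 250 cells/well, had been incubated with pintool-transferred compound for 48 or 72 hr at 37 degree Celsius.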
SNCA expr inhib: inhibitors of alpha-synuclein (SNCA) gene expression; Potency, µM (titrated, usually from 57.2 µM), without a hit: top-dose activity change, negative = inhibition, usual class: inhibitors; hit rate 0.17% among 140,000; HEK-293 SNCA-luciferase knock-in, luminescence, 24 h;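 further: potency means the concentration at half of the fitted maximal effect; plate controls were DMSO cells for no effect and cell-free wells for full effect; nearly all actives have a fitted effect of over 45% in size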
* hit, by the source's call; i = inactive; ? = inconclusive; · = not tested or not shown; [ ] = remark or other dose. Unless noted, the call rests on the fitted dose curve; in most records, active means well fitted curve in the direction sought with a large enough effect; inconclusive means small, poorly fitted or top-dose-only effect, or another doubt; inactive means no such curve, though single readings can be large; an effect the other way counts as inactive or inconclusive. Unless noted, on the % scale 0 is the no-effect control and ±100 the full control effect. Only part of the results is shown; rates above refer to the full screens.

Short keys: A = IP6K1 inhibitor; B = SNCA viab count; C = GPT2 inhibitor; D = FLuc inh; E = NIH3T3 tox; F = HEK293 tox; G = SNCA expr inhib
Molecule: O=C(NCc1nnc2n1C(C(=O)N1CCOCC1)CC2)Nc1cccnc1 (configuration not stated)
  A = 0; B = 3%; C = ?; D = ·; E = i; F = i; G = -2%

Molecule: CC(C)Oc1ccc(CNC(=O)CCCn2c(=O)c3cccn3c3ccccc32)cc1
  A = 7; B = -21%; C = ·; D = ·; E = ·; F = ·; G = 0%

Molecule: Cc1ccccc1-c1nc(CS(=O)(=O)CC(=O)NC(C)c2ccccc2)c(C)o1 (configuration not stated)
  A = 12; B = 2%; C = ·; D = ·; E = ·; F = ·; G = -17%

Molecule: Cc1cc(Cl)ccc1NC(=O)Cn1nnc2sc(-c3ccccc3)cc2c1=O
  A = -5; B = 9%; C = ·; D = ·; E = ·; F = ·; G = ?

Molecule: COc1ccccc1NC(=O)CSC1=Nc2ccccc2C2=NC(Cc3ccccc3)C(=O)N12 (configuration not stated)
  A = 13; B = -14%; C = ·; D = ·; E = ·; F = ·; G = -10%

Molecule: COc1ccc(C(=O)N2CCN(C(=O)c3cccc(-c4ccc(OC)nn4)c3)CC2)cc1
  A = 4; B = ·; C = ·; D = ·; E = ?; F = -27%; G = ·

Molecule: CN[C@@H](CO)C(=O)N1CCC(c2cc(Cc3ccccc3)[nH]n2)CC1
  A = 13; B = -11%; C = -24%; D = -1%; E = -13%; F = -18%; G = 6%

Molecule: CCc1nc(-c2c3n(c(=O)n(Cc4ccc(C)cc4)c2=O)CCCC3)no1
  A = 18; B = -10%; C = i; D = 3%; E = -23%; F = -12%; G = 11%

Molecule: COc1ccc(-c2nnc3n2CCN(C(=O)Cc2cccc(Cl)c2)C3)cc1
  A = 24; B = -13%; C = 1%; D = -2%; E = ?; F = -29%; G = 3%

Molecule: COc1ccc(C(=O)N[C@@H]2CCC[C@@H]2C(=O)N2CCC(Cc3ccccc3)CC2)cc1
  A = -4; B = -18%; C = ?; D = -4%; E = ?; F = ?; G = -7%

Molecule: CC(C)CNC(=O)N1CCCC(c2nc(C(C)C)no2)CCNC(=O)CC1 (configuration not stated)
  A = 7; B = -5%; C = 1%; D = -13%; E = -9%; F = -1%; G = -10%

Molecule: CC(C)c1noc(-c2ccn3c(CNC(=O)c4ccc(F)c(Cl)c4)nnc3c2)n1
  A = 10; B = 0%; C = i; D = 0%; E = 2%; F = -6%; G = -6%

Molecule: CCc1nc2c(=O)n(CC(=O)NCc3ccc4c(c3)OCO4)nc(C)c2s1
  A = 18; B = 4%; C = i; D = -13%; E = i; F = 2%; G = -5%

Molecule: CCCCCOc1ccc(/C=C/C(=O)Nc2sc3c(c2C(=O)OCC)CCC3)cc1OC
  A = 10; B = 2%; C = ·; D = ·; E = ·; F = ·; G = 4%

Molecule: COCCN1Cc2[nH]nc(-c3ccc(OC)c(OC)c3)c2CC1=O
  A = -7; B = -1%[87.6 µM]; C = 4%[88.5 µM]; D = 4%[172 µM]; E = ?; F = i; G = 12%[87.6 µM]

Molecule: CS(=O)(=O)N1CCCC(C(=O)N2CCOCC2)CCNC(=O)CC1 (configuration not stated)
  A = -5; B = 4%; C = -1%; D = -2%; E = -2%; F = -6%; G = 28%

Molecule: Cc1ccc(C)c(-n2nnc(-c3nc(-c4ccccc4C)no3)c2C)c1
  A = -3; B = -4%; C = ·; D = ·; E = ·; F = ·; G = 58%[activator]

Molecule: O=C(Nc1cc(F)c(F)c(F)c1)N1CC2CC(C1)[C@H]1CCCC(=O)N1C2 (some centres not stated)
  A = 1; B = -2%; C = -19%; D = 2%; E = i; F = 5%; G = -1%

Molecule: Cc1cccc(C(=O)N2CCOc3ccc(CCC(N)=O)cc3C2)c1
  A = -6; B = -10%[12.5 µM]; C = 3%; D = 1%; E = -15%; F = i; G = 61%[activator]

Molecule: COc1ccc(-c2ccc3c(n2)CN(C)C(=O)CO3)cc1
  A = -2; B = -4%[87.6 µM]; C = ?; D = ?; E = 100µM*; F = ?; G = 210%[activator][87.6 µM]

Molecule: O=C(NCc1ccccc1F)c1nc2sccn2c1Br
  A = -5; B = -6%; C = i; D = -17%; E = ?; F = ?; G = 45%[activator]

Molecule: COc1ccccc1CCC(=O)N1CCC(Cc2nc(-c3ccc(F)cc3)no2)CC1
  A = -3; B = -6%; C = i; D = -9%; E = ?; F = ?; G = ?

Molecule: O=C(c1ccco1)N1CCN(C(=O)c2nnn3c2COC(c2ccccc2)C3)CC1 (configuration not stated)
  A = 2; B = -1%; C = i; D = -23%; E = -12%; F = -29%; G = 42%[activator]

Molecule: CCc1ccc(NC(=O)CSc2nc3n[nH]c(C)c3c(=N)n2-c2ccc(C)cc2)cc1
  A = -9; B = -14%; C = ·; D = ·; E = ·; F = ·; G = -17%

Molecule: COc1ccc2c3n(c(=NC(=O)c4cccnc4)nc2c1OC)CCN3
  A = ·; B = -11%; C = -10%; D = ·; E = ·; F = ·; G = -7%

Molecule: CC(C)(C)c1ccc(C(=O)N2CCC3(CC2)N=C(c2ccccc2)NO3)cc1
  A = -15; B = 7%; C = i; D = -22%; E = -25%; F = ?; G = 12%

Molecule: COc1ccc(C(=O)N2[C@@H]3CC[C@H]2CC(NC(=O)c2ccncc2)C3)c(OC)n1 (some centres not stated)
  A = 22; B = -6%; C = 4%; D = -3%; E = -16%; F = 0%; G = -19%

Molecule: CNC(C)c1ccc(OC(F)(F)F)cc1 (configuration not stated)
  A = -6; B = -7%[183 µM]; C = i; D = ·; E = i; F = i; G = -7%[183 µM]

Molecule: O=C(NCc1ccccn1)c1ccc2c(c1)n(Cc1cccc(F)c1)c(=O)c1ccnn12
  A = 4; B = 11%; C = i; D = 0%; E = ?; F = ?; G = 16%

Molecule: COc1ccc(-c2noc(CCC(=O)Nc3cccc(C)c3C)n2)cc1OC
  A = 11; B = 11%; C = ·; D = ·; E = ·; F = ·; G = -6%

Exported as a markdown table: 14 of the compounds above.
| Structure | IP6K1 inhibitor | SNCA viab count | GPT2 inhibitor | FLuc inh | NIH3T3 tox | HEK293 tox | SNCA expr inhib |
| --- | --- | --- | --- | --- | --- | --- | --- |
| Cc1ccc(C)c(-n2nnc(-c3nc(-c4ccccc4C)no3)c2C)c1 | -3 | -4% | · | · | · | · | 58%[activator] |
| O=C(Nc1cc(F)c(F)c(F)c1)N1CC2CC(C1)[C@H]1CCCC(=O)N1C2 (some centres not stated) | 1 | -2% | -19% | 2% | i | 5% | -1% |
| Cc1cccc(C(=O)N2CCOc3ccc(CCC(N)=O)cc3C2)c1 | -6 | -10%[12.5 µM] | 3% | 1% | -15% | i | 61%[activator] |
| COc1ccc(-c2ccc3c(n2)CN(C)C(=O)CO3)cc1 | -2 | -4%[87.6 µM] | ? | ? | 100µM* | ? | 210%[activator][87.6 µM] |
| O=C(NCc1ccccc1F)c1nc2sccn2c1Br | -5 | -6% | i | -17% | ? | ? | 45%[activator] |
| COc1ccccc1CCC(=O)N1CCC(Cc2nc(-c3ccc(F)cc3)no2)CC1 | -3 | -6% | i | -9% | ? | ? | ? |
| O=C(c1ccco1)N1CCN(C(=O)c2nnn3c2COC(c2ccccc2)C3)CC1 (configuration not stated) | 2 | -1% | i | -23% | -12% | -29% | 42%[activator] |
| CCc1ccc(NC(=O)CSc2nc3n[nH]c(C)c3c(=N)n2-c2ccc(C)cc2)cc1 | -9 | -14% | · | · | · | · | -17% |
| COc1ccc2c3n(c(=NC(=O)c4cccnc4)nc2c1OC)CCN3 | · | -11% | -10% | · | · | · | -7% |
| CC(C)(C)c1ccc(C(=O)N2CCC3(CC2)N=C(c2ccccc2)NO3)cc1 | -15 | 7% | i | -22% | -25% | ? | 12% |
| COc1ccc(C(=O)N2[C@@H]3CC[C@H]2CC(NC(=O)c2ccncc2)C3)c(OC)n1 (some centres not stated) | 22 | -6% | 4% | -3% | -16% | 0% | -19% |
| CNC(C)c1ccc(OC(F)(F)F)cc1 (configuration not stated) | -6 | -7%[183 µM] | i | · | i | i | -7%[183 µM] |
| O=C(NCc1ccccn1)c1ccc2c(c1)n(Cc1cccc(F)c1)c(=O)c1ccnn12 | 4 | 11% | i | 0% | ? | ? | 16% |
| COc1ccc(-c2noc(CCC(=O)Nc3cccc(C)c3C)n2)cc1OC | 11 | 11% | · | · | · | · | -6% |

(cont.)
Short keys: A = IP6K1 inhibitor; B = SNCA viab count; C = GPT2 inhibitor; D = FLuc inh; E = NIH3T3 tox; F = HEK293 tox; G = SNCA expr inhib
Molecule: Cc1ccc(NC(=O)CCSc2nc(-c3ccco3)cc(C(F)(F)F)n2)cc1F
  A = 8; B = ?; C = ·; D = ·; E = ·; F = ·; G = -14%

Molecule: C[C@H](O)C(=O)C1=Nc2c(nc(N)[nH]c2=O)NC1
  A = ·; B = ?; C = i; D = ·; E = ·; F = ·; G = 14%

Molecule: c1cc(-c2ccc(CN3CCC4(CCNCC4)C3)o2)[nH]n1
  A = 22; B = -2%; C = 3%; D = 0%; E = 5%; F = 0%; G = 16%

Molecule: COCC(=O)N[C@H]1CCN(C(=O)COC)[C@H](C(=O)N[C@@H](Cc2cccs2)C(N)=O)C1
  A = -2; B = 0%; C = 2%; D = -4%; E = -19%; F = -11%; G = 0%

Molecule: O=C(Nc1cc2c(cc1C(=O)c1cccc(Br)c1)OCCO2)c1ccccc1F
  A = 20; B = 14%; C = ·; D = ·; E = ·; F = ·; G = 0%

Molecule: COc1ccc(Cc2nc3nccc(-c4ccc5c(c4)OCCCO5)n3n2)cc1
  A = 12; B = 4%; C = 2%; D = -22%; E = ?; F = ?; G = 2%

Assay outcomes as filed in PubChem.
